# Compound activity: PubChem, National Center for Advancing Translational Sciences (NCATS)
# Vif-A3G inh: Vif-A3G binding inhibition; HeLa A3G-eYFP + Vif (tagged APOBEC3G with the HIV-1 protein that degrades it), YFP fluorescence, overnight; Potency, µM (doses to about 46.1 µM), inactives show at the top dose activity, negative = active, most hits filed as inhibitors; 410,000 tested, 0.076% active; AID 602310;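 further: potency means the concentration at half of the fitted maximal effect; on the % scale 0 is the no-effect control and ±100 the full control effect; nearly all actives have a fitted effect of over 60% in size; hits raise eYFP signal because A3G escapes Vif-driven loss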
#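 Read-out is eYFP fluorescence (Ex 488/Em 500-530) from Vif-expressing HeLa A3G-eYFP cells; more signal means A3G escaped Vif-mediated degradation. Cells plated overnight, compound pinned in, incubated overnight at 37 deg C.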
# RXFP1 antag: blocks the human relaxin receptor RXFP1. HEK293-RXFP1, relaxin-stimulated cAMP HTRF, 30 min; active compounds read low. AID 1259400. Q9HBX9. 350,000 tested, 0.59% active. activity change, negative = inhibition, % at 57.5 µM;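 active means activity change of -60% or lower, but not beyond a set lower limit; inconclusive means change between -60% and -40%, or beyond the set limit; inactive means change above -40%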; further: on the % scale 0 is the no-effect control and ±100 the full control effect
# Target sequence (Q9HBX9 whole entry, looked up): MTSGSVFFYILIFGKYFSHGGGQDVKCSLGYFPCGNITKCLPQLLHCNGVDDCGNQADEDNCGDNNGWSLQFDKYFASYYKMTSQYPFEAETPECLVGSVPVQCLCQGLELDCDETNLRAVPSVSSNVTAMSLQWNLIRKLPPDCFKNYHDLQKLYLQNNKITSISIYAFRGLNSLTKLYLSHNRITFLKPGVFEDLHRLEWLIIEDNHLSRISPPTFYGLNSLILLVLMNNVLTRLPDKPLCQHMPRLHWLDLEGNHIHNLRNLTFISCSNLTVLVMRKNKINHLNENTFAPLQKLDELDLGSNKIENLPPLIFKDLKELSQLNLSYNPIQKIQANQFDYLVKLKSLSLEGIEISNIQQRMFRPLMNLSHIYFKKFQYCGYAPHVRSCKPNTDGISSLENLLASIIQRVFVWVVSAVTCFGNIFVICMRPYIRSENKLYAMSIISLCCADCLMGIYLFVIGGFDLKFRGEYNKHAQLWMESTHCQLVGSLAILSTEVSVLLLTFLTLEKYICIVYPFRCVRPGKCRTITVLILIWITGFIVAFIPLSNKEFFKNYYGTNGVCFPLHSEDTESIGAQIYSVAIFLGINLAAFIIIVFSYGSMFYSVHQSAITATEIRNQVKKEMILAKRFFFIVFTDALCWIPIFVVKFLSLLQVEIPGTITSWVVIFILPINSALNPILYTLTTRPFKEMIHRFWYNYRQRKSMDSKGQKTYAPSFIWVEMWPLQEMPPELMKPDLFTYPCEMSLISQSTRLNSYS
# D1 PAM: potentiators of human D1 dopamine receptor; AID 504651; HEK293 TREx D1 cells, calcium flux, dopamine EC20 potentiation; potentiation, % at 10 µM; P21728; 360,000 tested, 0.036% active; in the data active means potentiation above about 30%; further: 0% is about no effect
# RXFP1 agonist: agonists of human relaxin receptor RXFP1; Q9HBX9; HEK293T-RXFP1 cAMP TR-FRET, 30 min; response scale: percent of porcine relaxin response, buffer zero; Potency, µM (titrated, usually from 57.5 µM), for inactives: at the top dose activation, hits mostly activators; 370,000 tested, 0.3% active; further: potency means the concentration at half of the fitted maximal effect; on the % scale 0 is the no-effect control and ±100 the full control effect; nearly all actives have a fitted effect of over 60% in size; many of its hits are not listed in these tables
#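 HEK293 cells stably expressing RXFP1, treated 30 min at 37C with compounds plus PDE4 inhibitor Ro 20174; cAMP measured by HTRF TR-FRET. Normalized to buffer and 29 nM porcine relaxin; EC50 by Hill fit.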
# Glioma ERSR ind: ER stress response induction in glioma; U87-MG GRP78 promoter luciferase reporter, 16 h; Potency, µM, for inactives: at the highest dose activation, actives largely listed as activators; 420,000 tested, 0.02% active; AID 602332; further: potency means the concentration at half of the fitted maximal effect; series mostly up to about 76 µM; % of control where 0% means no effect; nearly all actives have a fitted effect of over 35% in size
#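 Stably transfected U87-MG glioma cells carrying a GRP78-based luciferase sensor; 16 h compound incubation. Luminescence end-point read 10 min after Bright-Glo addition at room temperature.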
# D1 agonist: activates the human D1 dopamine receptor; 360,000 tested, 1% active; AID 504660; activation, % at 2 µM; P21728; HEK293 T-REx D1 cells, calcium flux, agonist mode; in the data active means activation above about 30%; further: 0% is about no effect
#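 Tetracycline-induced HEK293 TREx D1 cells, force-coupled to calcium signalling, were dye-loaded with a no-wash calcium kit. Compound was pin-added after a 10 s baseline. Fluorescence was read kinetically at 1 cycle/s for 180 s, with calcium rises flagged as agonism.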
# D1 antagonist: human D1 dopamine receptor antagonism; 360,000 tested, 3.2% active; P21728; activity change, negative = inhibition, % at 10 µM; HEK293 TREx D1 cells, calcium flux, dopamine EC80; active compounds read low; in the data active means activity change below about -30%; further: on the % scale 0 is the no-effect control and ±100 the full control effect
#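 Inducible Hek293 Trex D1 cells (tetracycline, overnight, 30 C). Calcium dye 30–90 min RT. Antagonist mode: EC80 dopamine added after 180 s compound read.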
# Vif-APOBEC3F blk: inhibitors of Vif-A3F interaction | HeLa A3F-eYFP + Vif (tagged APOBEC3F with the HIV-1 protein that degrades it), YFP fluorescence increase | Potency, µM (doses to about 46.1 µM), inactives show top-dose activity, negative = active | 390,000 tested, 0.2% active | AID 602313; further: potency means the concentration at half of the fitted maximal effect; % of control where 0% means no effect; nearly all actives have a fitted effect of over 65% in size
#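 HeLa cells stably expressing Vif plus C-terminally eYFP-tagged A3F were seeded, incubated overnight at 37 deg C, dosed with compound, incubated overnight again at 37 deg C. Yellow fluorescence (Ex 488/Em 500-530) reported blocked Vif-mediated A3F-eYFP degradation.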
# D2 PAM: positive allosteric modulators of human D2 dopamine receptor; P14416; HEK293 T-REx D2, calcium flux, EC20 dopamine potentiation; potentiation, % at 10 µM; 340,000 tested, 0.34% active; AID 485347;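 active means potentiation over 3 SD above the plate norm, cut at about 30% in these data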; further: 0% is about no effect
#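 Tetracycline-induced Hek293 Trex D2 cells, force-coupled to calcium, loaded with no-wash calcium dye. Compound added with 180 s kinetic read for agonism, then EC20 dopamine and a further 180 s read for potentiation.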
# Active calls of the source: *; ? = inconclusive; nt = not tested or not shown; & = joins results of further samples. Unless noted, the call rests on the fitted dose curve; in most records, active means well fitted curve in the direction sought with a large enough effect; inconclusive means small, poorly fitted or top-dose-only effect, or another doubt; inactive means no such curve, though single readings can be large; an effect the other way counts as inactive or inconclusive. A portion of the library; count on the stated rates, not on these rows.
SMILES,Vif-A3G inh,RXFP1 antag,D1 PAM,RXFP1 agonist,Glioma ERSR ind,D1 agonist,D1 antagonist,Vif-APOBEC3F blk,D2 PAM
CCCCSc1ncnc2[nH]ncc12,4%,4,-1,0.3%,2%,6,-12,0%,3
COc1ccc(N2CCN(C(c3cc4cc(C)ccc4[nH]c3=O)c3nnnn3Cc3ccccc3)CC2)cc1 (centres undefined),-1%,-10,13,-1.7%,3%,3,-6,1%,5
Cc1ccc(S(=O)(=O)N/N=C2/CC(=O)CC(C)(C)C2)cc1[N+](=O)[O-],0%,-17,0,3.1%,-2%,1,-2,?,-3
COc1ccc(C(CNC(=O)c2oc3cc(C)c(Cl)cc3c2C)N2CCCCC2)cc1 (centres undefined),-1%&2%,-16&-4,0&-1,0.3%&1.9%,-7%&-5%,5&-1,2&3,-3%&4%,1&-19
COc1ccc(CNC(=O)c2ccccc2[N+](=O)[O-])cc1,0%,28,-5,-1.5%,0%,0,-8,-13%,-3
O=C(Nc1ccc(Cl)cn1)c1cc2ccccc2o1,0%,-14,-3,0.5%,-16%,2,6,-14%,nt
CC1C(=O)N(Cc2cn(Cc3ccco3)nn2)CCS(=O)(=O)N1Cc1ccc(-c2cccc(CO)c2)cc1 (centres undefined),-2%,6,nt,nt,0%,nt,nt,4%,nt
O=C(NCCc1ccc(Cl)cc1)c1ccc(CSCc2ccc(Cl)cc2)o1,-2%,-35,-3,1.5%,-5%,21,-11,8%,-10
CC1CCC2(CC1)NC(=O)N(CC(=O)Nc1cccc(S(=O)(=O)N3CCCCC3)c1)C2=O (centres undefined),-4%,5,nt,nt,-3%,nt,nt,-5%,nt
CC(C)=CCN1CCN(CC#Cc2ccccc2)CC1CCO (centres undefined),4%,1,-4,-1.2%,3%,6,11,-8%,5
CC(=O)N1CCC(C(=O)Nc2ccccc2)(N(Cc2ccccc2)C(=O)c2cccnc2)CC1,-2%,2,3,-2.4%,-2%,2,-4,-6%,-5
Cc1cc(C)c(C(=O)COC(=O)c2ccc([N+](=O)[O-])o2)cc1C,-8%,5,-3,-0.5%,-2%,3,-16,-8%,-3
Cc1c(C#N)c2ccccc2n1CC(=O)N1CCCc2ccccc21,-4%,-2,0,-1.4%,1%,2,10,-9%,-7
COc1cc(OC)cc(C(=O)NCCCN2CCN(CCCNC(=O)c3cc(OC)cc(OC)c3)CC2)c1,5%,-8,-2,2.6%,-4%,0,3,0%,-2
CCOc1ccc(N2C(=O)CC(Cc3ccc(Br)cc3)C2=O)cc1 (centres undefined),1%,1,-2,-0.4%,-3%,1,6,8%,4
O=C(COc1ccc(/C=N/NS(=O)(=O)c2ccccc2)cc1)N1CCOCC1,0%,-5,8,0.1%,-3%,-2,-10,1%,4
O=C(c1n[nH]c(=O)c2ccccc12)N1CCN(S(=O)(=O)c2ccccc2Cl)CC1,6%,5,4,-1.2%,-6%,1,-4,-2%,-2
Cc1cc(Br)ccc1NC(=O)CSc1c2c(nc3ccccc13)CCC2,-3%,-5,-1,4.1%,-4%,-1,10,5%,4
O=C(Nc1nc2c(s1)CCCC2)c1ccc(Br)s1,0%,?,-1,2.2%,1%,2,-2,-9%,-21
COc1ccc(-c2nonc2NC(=O)c2oc3ccc(F)cc3c2C)cc1OC,-16%,-3,-9,7.3%,-7%,8,-18,0%,3

# Reformatted: results already given
> O=C(COc1ccc(/C=N/NS(=O)(=O)c2ccccc2)cc1)N1CCOCC1
  Vif-A3G inh = 0% | RXFP1 antag = -5 | D1 PAM = 8 | RXFP1 agonist = 0.1% | Glioma ERSR ind = -3% | D1 agonist = -2 | D1 antagonist = -10 | Vif-APOBEC3F blk = 1% | D2 PAM = 4
> O=C(c1n[nH]c(=O)c2ccccc12)N1CCN(S(=O)(=O)c2ccccc2Cl)CC1
  Vif-A3G inh = 6% | RXFP1 antag = 5 | D1 PAM = 4 | RXFP1 agonist = -1.2% | Glioma ERSR ind = -6% | D1 agonist = 1 | D1 antagonist = -4 | Vif-APOBEC3F blk = -2% | D2 PAM = -2

# Next structures:
SMILES,Vif-A3G inh,RXFP1 antag,D1 PAM,RXFP1 agonist,Glioma ERSR ind,D1 agonist,D1 antagonist,Vif-APOBEC3F blk,D2 PAM
CC(=O)c1cccc(S(=O)(=O)NCC(c2ccco2)N2CCCCC2)c1 (centres undefined),1%,-1,-4,-0.3%,-3%,2,0,-3%,0
CC(=O)NCCNc1ccc([N+](=O)[O-])cn1,2%,7,8,0.1%,-1%,1,2,-12%,5
Cn1cnc2c(N/N=C/c3cccs3)ncnc21,0%,1,-2,-0.2%,-7%,2,13,-12%,-3
COc1ccc(-c2[nH]ncc2/C=N/NC(=O)c2cc(Br)ccc2O)c(OC)c1,0%,-30,0,4.3%,1%,7,-22,-6%,nt
COc1cccc(NC(=O)CSc2nnc(CNC(=O)c3ccco3)n2C)c1,1%,21,2,-0.5%,-2%,0,0,-9%,-10
Cc1ccc(C)c(SCC(=O)Nc2cccnc2Cl)c1,-1%,1,1,1.8%,2%,4,3,2%,0
CCOC(=O)CN(C(=O)COC(=O)C1(c2ccccc2)CC1)c1ccc(F)cc1,0%,-11,-4,-0.1%,3%,10,-3,5%,-8
COC(=O)c1ccccc1NC(=O)C1CCN(C(=O)c2cc(OC)c(OC)c(OC)c2)CC1,5%,2,-3,0.3%,-5%,-1,22,-8%,-8
Cc1ccccc1NC(=O)CSc1nc2ccccc2c2nc(CCn3cncc3C)nn12,0%&0%,1&7,3&14,6.4%&1.3%,-4%&-5%,1&0,-2&-7,-2%&-11%,5&4
COc1ccc(C(=O)Nc2ccc(C3CC3(Cl)Cl)cc2)cc1 (centres undefined),-2%,-20,6,-0.3%,-2%,7,-2,-3%,4
Cc1nc2c(-c3ccccc3)c(C)nn2c(C)c1CCC(=O)N1CCN(c2ccc(F)cc2)CC1,-4%,nt,2,-0.4%,-4%,0,-5,-1%,3
Cc1cccc(N(C(=O)CCC(=O)Nc2cc(C)on2)C(C(=O)NC2CCCC2)c2ccc(C)o2)c1 (centres undefined),-5%,-2,-5,1.6%,6%,3,-3,4%,10
COc1cccc(Cn2c(OCC3CCCO3)nc3c2c(=O)n(C)c(=O)n3C)c1 (centres undefined),0%,1,-5,-0.2%,-3%,1,8,0%,2
COc1ccc(S(=O)(=O)n2[nH]c(=O)c(CCO)c2C)c([N+](=O)[O-])c1,12%,3,4,3.0%,-6%,0,-23,1%,2
Cc1cc(C)cc(N2CCn3c2nc2c3c(=O)n(C/C=C/c3ccccc3)c(=O)n2C)c1,0%,2,0,7.1%,-2%,1,-3,11%,2
Cc1ccc(-c2c3c(nc4sc(C(N)=O)c(N)c24)CCC3)cc1,1%,18,7,4.3%,-10%,0,1,4%,15
CCOC(=O)C1=C(C)Nc2ncnn2C1c1cccs1 (centres undefined),-6%,7,-13,0.6%,-6%,0,-9,-9%,0
CN(C)CCCNc1ccc(S(N)(=O)=O)cc1[N+](=O)[O-],1%,-1,5,-1.0%,-5%,7,7,6%,2
COc1ccc(OC)c(S(=O)(=O)N(C)CC(=O)N2CCN(c3ccccc3F)CC2)c1,1%,-2,-4,-0.2%,-3%,3,4,0%,7
CCC1CCCCN1CCCNC(=O)COc1cc(=O)n(C)c2ccccc12 (centres undefined),0%,-10,-1,-0.1%,-2%,2,-2,0%,-2
O=C(CSc1nnc(COc2ccccc2F)n1-c1ccccc1)NC1CCS(=O)(=O)C1 (centres undefined),-7%,-1,-1,2.5%,0%,1,-3,7%,3
COc1cccc(/C=C/C(=O)OCC(=O)NCCC2=CCCCC2)c1OC,-8%,0,nt,nt,-1%,nt,nt,8%,nt
NC(=O)CSc1nnnn1-c1ccc(OC(F)(F)F)cc1,0%,-8,-4,-0.6%,-5%,20,-1,0%,3
CCCCC1(C)OC(=O)C(=Cc2ccc(-c3ccc(Cl)c(C(=O)O)c3)o2)C(=O)O1 (centres undefined),0%,-6,3,-2.5%,0%,8,-10,25%,-3
CC(NC(=O)c1ccccc1Cl)c1ccc(-n2ccnc2)cc1 (centres undefined),0%,14,nt,nt,-3%,nt,nt,3%,nt
CCOC(=O)c1c(-c2ccc(C)o2)csc1NC(=S)NC(=O)N(C)C,0%,-13,9,4.0%,-3%,1,7,-10%,4
Cc1cccc2cc(CN(CCN(C)C)C(=S)Nc3ccccc3)c(=O)[nH]c12,0%,nt,-3,1.4%,-6%,3,8,4%,-10
CCCNC(=O)C(=O)N/N=C/c1ccc(OCc2ccccc2)cc1,4%,-2,-12,-0.3%,1%,2,-10,-1%,-3
O=C(N/C(=C/c1cccnc1)C(=O)N1CCOCC1)c1ccco1,-1%,-10,-6,0.2%,-1%,0,-6,-10%,nt
CC(C)CC(c1nnnn1C(C)C)N1CCN(c2cccc(Cl)c2)CC1 (centres undefined),-9%,-6,9,-1.6%,-7%,1,9,1%,5
CC(C)(C)NC(=O)C(c1ccncc1)N(Cc1cccs1)C(=O)c1csnn1 (centres undefined),-7%,6,-10,0.7%,-4%,0,-5,0%,-6
Oc1ccccc1N1CCN(C(=S)NCc2ccccc2)CC1,1%,5,-4,3.4%,6%,12,-16,14%,-8
O=C(Nc1ccccc1C(=O)O)C1=NN=CC1,-1%,-17,-6,0.0%,2%,1,6,-4%,-2
CCCSc1oc(-c2ccco2)nc1S(=O)(=O)c1ccc(C)cc1,-8%,20,-7,-0.5%,-4%,3,0,1%,1
O=C(c1ccncc1)c1ccc(NC(=O)c2cccs2)cc1,1%,-7,-16,0.3%,2%,12,-35*,1%,nt
COC(=O)c1ccc(CSc2nc3c(c(=O)n2-c2ccccc2)SCC3)o1,-10%,-3,1,-1.0%,-2%,2,-13,-5%,13
Cc1ccc(NC(=O)CNc2ccccc2N2CCCC2=O)cc1S(=O)(=O)N1CCCCC1,1%,5,-8,0.4%,-3%,0,-3,0%,-13
COc1cccc(NC(=O)Nc2ccc3nc(N4CCN(C)CC4)cc(C)c3c2)c1,-21%,-31,-5,4.2%,-4%,2,-11,1%,15
N#CC1=C2Nc3ccccc3N2C(=O)NC1(c1ccccc1)C(F)(F)F (centres undefined),2%,-12,-6,2.3%,-2%,-2,21,4%,nt
